# AGP1 TOR yeast – yeast TOR pathway AGP1-GFP modulation. S. cerevisiae AGP1-GFP multiplex flow cytometry, 3 h; GFP as percent of DMSO wells. GFP response vs DMSO, % at 10 µM. actives 0.02% (n = 320,000);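 active = GFP response relative to DMSO above a set limit, near screen average plus 3 SD, cut at about 150% in these data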;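 note: median GFP channel fluorescence of the gated AGP1 strain per well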
# LAP4 TOR yeast – modulators of TOR pathway LAP4-GFP in S. cerevisiae | actives 0.34% (n = 320,000) | S. cerevisiae LAP4-GFP multiplex, flow cytometry GFP, 3 h; median GFP as percent of DMSO wells | GFP response vs DMSO, % at 10 µM;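 active = GFP response vs DMSO above a set limit, about the screen mean plus 3 SD, cut at about 150% in these data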
# AHR act – human AHR activation; AHR-responsive luciferase reporter cells, luminescence; activation, % at 5 µM; actives 2.5% (n = 320,000); in the data active = activation above about 47%;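 note: 0% = vehicle wells and 100% = reference agonist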
# Target sequence (P35869 whole entry, looked up): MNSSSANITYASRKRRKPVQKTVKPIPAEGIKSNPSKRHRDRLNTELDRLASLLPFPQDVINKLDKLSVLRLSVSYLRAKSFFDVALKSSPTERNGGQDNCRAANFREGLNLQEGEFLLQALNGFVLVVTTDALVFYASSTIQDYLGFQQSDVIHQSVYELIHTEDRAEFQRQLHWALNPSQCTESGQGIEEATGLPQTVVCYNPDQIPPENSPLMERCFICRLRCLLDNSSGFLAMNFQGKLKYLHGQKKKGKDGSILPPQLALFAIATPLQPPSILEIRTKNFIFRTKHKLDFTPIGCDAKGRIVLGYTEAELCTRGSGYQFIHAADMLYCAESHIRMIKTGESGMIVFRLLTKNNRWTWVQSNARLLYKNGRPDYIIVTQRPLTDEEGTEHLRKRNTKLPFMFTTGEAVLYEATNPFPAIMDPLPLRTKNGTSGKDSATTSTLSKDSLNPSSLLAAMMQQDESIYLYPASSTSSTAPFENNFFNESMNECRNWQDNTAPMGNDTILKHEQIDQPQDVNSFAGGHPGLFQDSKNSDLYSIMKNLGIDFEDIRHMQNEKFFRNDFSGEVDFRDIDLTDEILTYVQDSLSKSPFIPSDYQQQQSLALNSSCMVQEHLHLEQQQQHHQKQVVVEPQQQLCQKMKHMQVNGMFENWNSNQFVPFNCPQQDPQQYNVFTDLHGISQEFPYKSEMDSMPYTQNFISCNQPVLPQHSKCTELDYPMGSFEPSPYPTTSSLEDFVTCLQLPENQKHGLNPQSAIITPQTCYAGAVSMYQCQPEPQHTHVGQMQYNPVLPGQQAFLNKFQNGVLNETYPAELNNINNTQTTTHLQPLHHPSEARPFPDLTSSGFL
# procasp3 activ – procaspase-3 (human) activation; P42574; recombinant procaspase-3 D3A, Ac-DEVD-pNA absorbance 405 nm; activation, % at 8.5 µM; actives 0.11% (n = 330,000);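 active = activation above the mean of all tested compounds plus 3 SD, cut at about 21% in these data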;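 note: 0% = DMSO alone and 100% = DMSO wells spiked with extra 5 µM PC-3 D3A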
#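 Test system: Procaspase-3 D3A mutant; medium: Zinc-free HEPES/NaCl buffer with 0.01% Triton X-100 at pH 7.4; reagent: DEVD-pNA substrate; doses: one concentration, 8.5 µM nominal, 0.8% DMSO; times: 1 h preincubation plus 2 h reaction at 25 °C; signal: Epi-absorbance at 405 nm of released p-nitroaniline, 0 and 120 min; replicates: singlicate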
# RPL19A TOR yeast – modulators of TOR pathway RPL19A-GFP in S. cerevisiae | S. cerevisiae RPL19A-GFP strain, flow cytometry, 3 h; stronger effect = lower value | percent response vs DMSO, % at 10 µM | actives 0.3% (n = 330,000);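 active = percent response vs DMSO below 50%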;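 note: median channel GFP fluorescence of the barcoded RPL19A-GFP strain; ratio of sample median GFP to plate DMSO average so 100% = DMSO; lower means less RPL19A-GFP as with rapamycin TOR inhibition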
# CIT2-GFP yeast – modulators of TOR pathway CIT2-GFP in S. cerevisiae; S. cerevisiae CIT2-GFP strain, flow cytometry, 3 h; 100 means same as DMSO wells; GFP response vs DMSO, % at 10 µM; actives 0.065% (n = 320,000);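 active = GFP response relative to DMSO above a set limit, near the screen mean plus 3 SD, cut at about 150% in these data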;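 note: ratio of well median GFP fluorescence to mean of DMSO wells on the plate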
# proCasp7 act – counter-screen for procaspase-3 activators: activators of human procaspase-7; actives 0.093% (n = 330,000); activation, % at 8.5 µM; recombinant procaspase-7, Ac-DEVD-pNA absorbance 405 nm; D23A/D198A/D206A triple mutant, cannot self-cleave; scale: DMSO 0, 5 µM enzyme 100;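 active = percent activation above the screen-wide mean plus 3 SD, cut at about 25% in these data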
#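 Replicates: singlicate. Assay system: Procaspase-7 triple mutant (PC-7 D3A). Signal: 405 nm absorbance of p-nitroaniline. Times: 1 h preincubation, 2 h reaction. Buffer or medium: Zinc-free HEPES pH 7.4 with 300 mM NaCl, 0.01% Triton X-100. Also added: DEVD-pNA substrate. Benchmarks: DMSO wells as 0%, DMSO with 5 µM added PC-7 as 100%.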
# MEP2-GFP yeast – yeast TOR pathway MEP2-GFP modulation; S. cerevisiae MEP2-GFP strain, flow cytometry GFP, 3 h; 100% = DMSO control level; GFP response vs DMSO, % at 10 µM; actives 0.51% (n = 330,000); AID 2016;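 active = GFP response versus DMSO above a set limit, roughly screen mean plus 3 SD, cut at about 180% in these data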;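 note: median GFP fluorescence of the barcode-gated MEP2-GFP cells per well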
# The depositor's hits bear a star; · = not tested or not shown.
SMILES,AGP1 TOR yeast,LAP4 TOR yeast,AHR act,procasp3 activ,RPL19A TOR yeast,CIT2-GFP yeast,proCasp7 act,MEP2-GFP yeast
Cc1ccc(OCC(O)CNC2CCCC2)cc1C (configuration not stated),101,94,0,3,101,103,8,105
CCOC(=O)C1(CCOc2ccccc2)CCN(Cc2cc(OC)c(O)c(OC)c2)CC1,88,88,-1,5,92,90,-1,95
CC1(C)CC2CC(C)(CN2C(=S)Nc2ccccc2)C1 (configuration not stated),97,90,1,-4,96,92,1,98
CC(C)(C)C(=O)NCCc1nc2ccccc2n1CC(=O)c1ccccc1,96,102,3,-2,95,93,10,95
CC(=O)Nc1nc2ccc(Br)cc2s1,93,109,7,9,100,102,-3,98
C#CCNC(=O)C1=C[C@H](c2cn(C(C)=O)c3ccccc23)C[C@H](OCc2ccc(CO)cc2)O1,79,125,41,7,95,69,-5,93
Cc1nn(C2CCS(=O)(=O)C2)c(Cl)c1/C=C/C(=O)OCC(=O)c1cc(C)n(-c2ccc(F)cc2)c1C (configuration not stated),99,90,-4,9,97,95,13,100
CCOc1ccccc1-n1c(SCC(=O)Nc2ccccc2C(=O)O)nc2ccccc2c1=O,96,97,-3,13,98,98,-7,106
Cc1ccccc1OCCOC(=O)c1c(-c2ccccc2)noc1C,97,101,0,0,101,108,-1,107
CN(C)S(=O)(=O)c1ccc(S(=O)(=O)N2CCCC(C(=O)NC3CCCC3)C2)cc1 (configuration not stated),97,90,1,-4,92,104,10,102
C=CCSc1nccc(-c2nn(-c3ccc(C)cc3)ccc2=O)n1,109,111,18,-9,105,114,1,110
O=C(Sc1nnnn1C1CCCCC1)c1cccs1,·,88,8,-25,99,93,-27,95
Cc1cccc(OCC(=O)OCC(=O)NCC2CCCO2)c1C (configuration not stated),108,108,2,6,100,97,3,101
Cc1ccc2nc(NCc3ccccc3)c(C=NCc3cccnc3)c(=O)n2c1,91,108,-1,7,98,88,6,102
Cc1ccc(C2C(C(=O)c3cccs3)=C(O)C(=O)N2c2nnc(C)s2)cc1 (configuration not stated),104,103,-6,-8,96,103,-18,95
CCOC(=O)c1cccc(NC(=O)CSc2nnc(-c3cccnc3)n2CC)c1,99,99,10,-2,99,100,0,97
C[C@H]1CCC[C@]2(O[C@H](CCO)C[C@@H](O)[C@@H]2O)O1,88,108,-2,12,94,96,-3,92
CN(Cc1ccccc1)S(=O)(=O)c1ccc(NS(=O)(=O)Cc2ccccc2)cc1,115,105,1,2,110,106,-7,103
CCC(C)Sc1nc2c(c(=O)[nH]c(=O)n2C)n1CCc1ccccc1 (configuration not stated),96,102,12,1,96,95,-12,101
CC(=O)c1ccc(OCCCC(=O)Nc2cccc(S(=O)(=O)N3CCCCCC3)c2)cc1,103,93,0,8,105,104,3,105
CCOc1ccc2nc(SCC(=O)N(CC(C)C)c3c(N)n(Cc4ccccc4)c(=O)[nH]c3=O)[nH]c2c1,102,104,0,-2,98,99,-1,93
Cc1ccccc1OCCNC(=O)CSc1ccc(C(F)(F)F)cc1[N+](=O)[O-],94,85,3,-6,104,96,13,97
COc1ccc(OC)c(NC(=S)NCc2ccccc2OC)c1,107,109,4,-2,99,92,-1,95
Cc1ccccc1-c1nc(CS(=O)(=O)CC(=O)Nc2cc(F)ccc2F)c(C)o1,96,98,3,2,97,99,7,98
Cc1cccc(CCNC(=O)C2CCC(=O)N(Cc3ccccc3F)C2)n1 (configuration not stated),97,109,0,8,97,99,-2,109
SMILES,AGP1 TOR yeast,LAP4 TOR yeast,AHR act,procasp3 activ,RPL19A TOR yeast,CIT2-GFP yeast,proCasp7 act,MEP2-GFP yeast
Cc1cc(C)cc(OCC(=O)N(Cc2ccc(N(C)C)cc2)C2CCS(=O)(=O)C2)c1 (configuration not stated),103,95,20,5,99,107,-5,98
CCN(CC)CCN1C(=O)C(=O)/C(=C(/O)c2cccc(OC)c2)C1c1ccccn1 (configuration not stated),102,97,1,3,99,102,-4,103
Cc1ccc(-n2c(-c3ccccc3)nnc2-c2cccs2)cc1,97,105,0,2,98,99,-1,105
O=C(COC(=O)c1ccco1)NCC1CCCO1 (configuration not stated),109,97,-1,-3,100,105,5,104
COc1ccccc1-c1nnc(SCC(=O)NC2CCCCC2)n1N,109,105,3,-7,100,105,13,105
Fc1cccc(CN2CCN(c3ncccn3)CC2)c1,87,100,-9,9,93,·,-8,92
CCOc1ccccc1NC(=O)C1CCN(c2nc(-c3ccc(OC)cc3)no2)CC1,98,111,-1,-2,107,99,3,100
Cc1ccc(-c2nc3ccccc3s2)cc1S(=O)(=O)N1CCOCC1,96,89,11,7,96,92,9,91
COc1cccc(NC(=O)N(CCCN2CCOCC2)C(C)c2cc3cccc(OC)c3o2)c1 (configuration not stated),99,98,3,-1,101,98,1,104
CC(OC(=O)C1CCN(S(=O)(=O)c2ccc3c(c2)OCCO3)CC1)C(=O)N(C)c1ccccc1 (configuration not stated),105,107,2,2,103,103,-4,105
CN1CCN(c2ccccc2NC(=O)c2ccc(N3CCOCC3)c([N+](=O)[O-])c2)CC1,89,83,7,-1,97,88,1,90
CC(C)CCNC(=O)c1onc(CSc2nc3ccccc3[nH]2)c1C(=O)NCCC(C)C,86,108,1,-3,101,69,4,100
CC(C)(C)OC(=O)N1CCCC(C(=O)CC#N)C1 (configuration not stated),95,94,0,-3,95,95,7,93
COc1ccccc1CNC(=O)COC(=O)Cc1c(Cl)cccc1Cl,98,101,1,1,95,90,-1,101
CC(=O)Nc1nc(-c2ccc3c(c2)CCO3)cs1,91,103,-2,7,101,97,-2,95
COc1ccc(CCNC(=O)C23CCC(C)(C(=O)O2)C3(C)C)cc1OC (configuration not stated),105,100,0,-2,98,94,8,94
CCOC(=O)C[C@H]1c2ccc(C(F)(F)F)cc2S(=O)(=O)N1C(C)C,92,104,0,0,102,97,0,94
O=C(NCCc1ccccc1)C1CCN(S(=O)(=O)N2CCCCC2)CC1,98,88,4,5,101,94,4,104
COc1cc2c(cc1OC)CN(CC(=O)Nc1ccccc1SC)CC2,90,89,-1,0,102,99,6,99
CC(C)(C)NC(=O)Cn1cnc([N+](=O)[O-])n1,104,106,5,1,99,100,11,102
Nc1nc2ccccc2n1/N=C/c1ccc(Br)cc1,91,98,88*,5,90,84,-3,97
N#C/C(=C\c1ccc(-c2ccc(S(=O)(=O)N3CCOCC3)cc2)o1)C(=O)NC1CC1,92,94,-1,-9,95,94,7,104
CCOC(=O)N1CCC(N2CCN(S(=O)(=O)c3ccc(Cl)cc3)CC2)CC1,111,85,-2,0,100,91,13,92
CCS(=O)(=O)Nc1ccc(C(=O)NCCSc2ccccc2)cc1,95,94,9,-1,98,97,9,102
CN1/C(=C\C=N\NC(=O)c2ccc(O)cc2)C(C)(C)c2ccccc21,108,98,4,-4,104,109,2,107
SMILES,AGP1 TOR yeast,LAP4 TOR yeast,AHR act,procasp3 activ,RPL19A TOR yeast,CIT2-GFP yeast,proCasp7 act,MEP2-GFP yeast
CCN(C(=O)CCN1C(=O)S/C(=C\c2ccccc2)C1=O)C1CCS(=O)(=O)C1 (configuration not stated),22,108,-1,-4,110,111,0,117
S=c1[nH]nc(C2CCCCC2)o1,95,91,0,5,100,105,-1,97
CC(C#N)(NC(=O)CN1CCN(S(=O)(=O)c2ccccc2Cl)CC1)C1CC1 (configuration not stated),102,104,-1,5,100,97,6,101
COc1cc(CNCCc2ccccc2)cc(Br)c1OCC(=O)Nc1ccccc1C,97,114,1,7,96,92,11,90
CCCN1CCC(N2CCCC(C(=O)O)C2)CC1 (configuration not stated),105,104,0,1,100,109,-3,100
Cc1noc(C)c1S(=O)(=O)N1CCC2(CC1)OCCO2,102,104,1,0,99,100,-8,102
O=C1/C(=C/N(C(=O)c2ccco2)c2ccc(Cl)cc2)Sc2ccccc21,99,112,17,-8,103,99,-11,105
Cc1ccc[n+](CC(=O)c2ccc(Br)cc2)c1C,93,98,83*,-2,103,93,-3,106
CCOc1cccc(/C=C(\C#N)C(=O)NC2CC2)c1,101,141,1,-6,96,90,0,93
CCOc1ccc(-c2nnn(CC(=O)NCc3ccco3)n2)cc1,95,102,10,-5,96,104,9,107
COc1ccc(N2C(=O)CC(NNC(=O)c3ccc(Br)s3)C2=O)cc1 (configuration not stated),68,92,4,0,101,102,5,101
O=C(N/N=C/c1cccnc1)c1cc(-c2ccc(Br)cc2)nc2ccccc12,94,78,·,·,105,95,·,103
N#CC1=C(N)Oc2c(oc(CO)cc2=O)C12C(=O)Nc1ccc(Cl)cc12 (configuration not stated),101,101,5,-3,99,103,3,103
Cc1ccc(C)c(N2CCN(C(=O)c3ccc(Cl)c(NC4=NC5CS(=O)(=O)CC5S4)c3)CC2)c1 (configuration not stated),105,106,0,-5,103,103,4,101
CCCCN(C(=O)Nc1ccccc1)C1CCS(=O)(=O)C1 (configuration not stated),97,89,2,1,97,99,3,92
O=C(CCc1ccccc1F)N1CCN(c2ccccc2)CC1,98,99,·,·,102,104,·,110
CCOCCn1c(CN2CCC(Cc3ccccc3)CC2)nc2c1c(=O)n(C)c(=O)n2C,85,77,-1,12,112,85,10,94
CCOC(=O)C1=C(C)Nc2ccccc2N=C1NC(=O)c1oc2ccccc2c1COC,93,105,36,0,95,98,3,103
CCCN(CC(=O)Nc1ccccc1C)C(=O)c1ccc(N2CCOCC2)c([N+](=O)[O-])c1,90,90,0,0,86,92,0,94
CCOC(=O)c1cn(CC)c2ccc(Br)cc2c1=O,98,102,-1,14,103,107,0,111
OC(CNCCc1ccc(C(F)(F)F)cc1)COc1cccc2ccccc12 (configuration not stated),99,92,14,-5,103,104,2,99
O=C(COc1ccc2c3c(c(=O)oc2c1)CCC3)N[C@@H](CSCc1ccccc1)C(=O)O,96,102,-2,1,96,92,9,102
COC(=O)c1cc(OC)c(OC)cc1NC(=S)N1CCC(C(N)=O)CC1,·,116,9,12,108,118,13,110
COc1ccccc1NC(=O)Cn1cnc2c1c(=O)n(C)c(=O)n2C,101,95,2,4,97,111,-10,103
CC(C)n1nnnc1SCC(=O)NCc1ccco1,107,103,0,-11,99,101,7,119
C#CCNC(=O)C1=C[C@H](c2csc3ccccc23)C[C@H](OCc2ccc(CO)cc2)O1,87,137,1,-3,95,104,-3,90

# Single records, as listed above. Order of screens: AGP1 TOR yeast | LAP4 TOR yeast | AHR act | procasp3 activ | RPL19A TOR yeast | CIT2-GFP yeast | proCasp7 act | MEP2-GFP yeast
# Listed for COc1cccc(NC(=O)N(CCCN2CCOCC2)C(C)c2cc3cccc(OC)c3o2)c1 (configuration not stated) : 99 | 98 | 3 | -1 | 101 | 98 | 1 | 104
# Listed for O=C(CCc1ccccc1F)N1CCN(c2ccccc2)CC1 : 98 | 99 | · | · | 102 | 104 | · | 110
# Listed for CCCN1CCC(N2CCCC(C(=O)O)C2)CC1 (configuration not stated) : 105 | 104 | 0 | 1 | 100 | 109 | -3 | 100
# Listed for COc1ccccc1-c1nnc(SCC(=O)NC2CCCCC2)n1N : 109 | 105 | 3 | -7 | 100 | 105 | 13 | 105
# Listed for S=c1[nH]nc(C2CCCCC2)o1 : 95 | 91 | 0 | 5 | 100 | 105 | -1 | 97

# Assay outcomes as filed in PubChem.
